# GPR7 antagonist: antagonists of human GPR7 (neuropeptides B/W receptor 1); P48145; GPR7-expressing cells, fluorescence antagonist assay; inhibition, % at 4.4 µM; hit rate 1.1% among 290,000; in the data active = inhibition above about 16%, passing the limit was not always enough;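 also: cells stimulated with the agonist NPW; 0% = agonist with vehicle and 100% = vehicle without agonist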
# Target sequence (P48145 whole entry, looked up): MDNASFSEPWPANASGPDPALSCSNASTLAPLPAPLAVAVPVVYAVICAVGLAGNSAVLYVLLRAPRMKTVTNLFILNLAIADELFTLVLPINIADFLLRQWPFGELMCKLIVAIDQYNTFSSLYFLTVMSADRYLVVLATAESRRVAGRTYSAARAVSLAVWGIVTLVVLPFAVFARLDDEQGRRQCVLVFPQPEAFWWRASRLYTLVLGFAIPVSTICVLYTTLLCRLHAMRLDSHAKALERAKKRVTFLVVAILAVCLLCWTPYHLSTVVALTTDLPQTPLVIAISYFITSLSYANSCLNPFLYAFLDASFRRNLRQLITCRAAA
# OXTR agonist: human OXTR agonism | P30559 | CHO-OTR cells, Fluo-8 calcium fluorescence; normalized: DMSO 0%, oxytocin 100% | activation, % at 3 µM | hit rate 0.32% among 320,000 | AID 2435;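 active = activation above the mean of all tested compounds plus 3 SD, cutoff set per screening run, cut at about 20% in these data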;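 also: peak over basal fluorescence ratio from a 100 s FLIPR kinetic read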
# Target sequence (P30559 whole entry, looked up): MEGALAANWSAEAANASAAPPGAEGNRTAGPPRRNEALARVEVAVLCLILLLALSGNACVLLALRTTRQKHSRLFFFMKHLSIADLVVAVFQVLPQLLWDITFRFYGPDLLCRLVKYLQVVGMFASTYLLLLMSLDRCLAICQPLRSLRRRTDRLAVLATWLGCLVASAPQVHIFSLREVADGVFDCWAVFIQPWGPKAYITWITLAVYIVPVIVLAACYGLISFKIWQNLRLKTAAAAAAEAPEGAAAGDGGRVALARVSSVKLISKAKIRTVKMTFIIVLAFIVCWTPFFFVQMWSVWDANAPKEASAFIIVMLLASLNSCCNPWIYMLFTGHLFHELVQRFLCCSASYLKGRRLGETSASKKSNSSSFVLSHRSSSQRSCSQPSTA
# MEKK2wt PB1 HTS: raises or lowers MEK5 binding to wildtype human MEKK2 PB1 domain | Q9Y2U5 | bead flow cytometry, Alexa488-MEK5 binding to MEKK2 WT; actives lie on both sides | binding response (% of control), % at 10 µM | hit rate 1.1% among 290,000; in the data active = binding response below about 67% or above about 130%
# OXTR potentiator: potentiates the human oxytocin receptor response | activation, % at 3 µM | CHO-OTR cells, Fluo-8 calcium fluorescence, potentiator mode; 0% = oxytocin EC15, 100% = EC100 | AID 2445 | hit rate 0.061% among 320,000;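 active = activation above that plate's cutoff, the mean activation of tested compounds plus 3 SD, cut at about 6.6% in these data, passing the limit was not always enough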;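 also: 100% uses oxytocin at 75 nM as the full agonist control; some results filed as inactive read as strong as hits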
#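 Replication – single well per compound, singlicate · Assay system – CHO cell line stably expressing human OTR · Timing – 6 min pre-incubation, 100 s read · Measure – normalized max/min fluorescence ratio, % activation · Doses – 3.0 µM, one dose · Detection – Fluo-8 calcium dye fluorescence · Probe or stimulus – oxytocin near EC15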
# NALP1 inh: inhibitors of NALP1 inflammasome in yeast; S. cerevisiae NALP1/ASC/caspase-1 growth, X-gal OD620, 72 h; inhibition, % at 10 µM; hit rate 0.61% among 280,000; in the data active = inhibition mostly above about 24%, no sharp cut-off; inactive = mostly below about 32%; also: some compounds called inactive have numbers as strong as hits
# PfM18AAP inh: PfM18AAP enzyme inhibition; recombinant PfM18AAP, H-Glu-NHMec fluorogenic cleavage; inhibition, % at 7.35 µM; hit rate 1.2% among 290,000;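 active = inhibition above the campaign mean inhibition over all tested compounds plus 3 SD, cut at about 28% in these data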;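 also: 0% = plate median of test compound wells and 100% = 2 mM ZnCl2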
# GalR3 antagonist: antagonists of human GalR3. HEK293 GalR3-CNG cAMP membrane potential fluorescence; galR3 body fused to GalR1 C-terminus. inhibition, % at 3 µM. hit rate 0.44% among 360,000. AID 651719;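 active = inhibition above the screen-wide average plus 3 SD, cut at about 13% in these data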;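 also: forskolin and galanin both at EC90 stimulate the cells; cAMP rise reported by CNG channel membrane potential dye signal; 0% = forskolin plus galanin with DMSO and 100% = forskolin alone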
# Target sequence (O60755 1-299 limits assumed): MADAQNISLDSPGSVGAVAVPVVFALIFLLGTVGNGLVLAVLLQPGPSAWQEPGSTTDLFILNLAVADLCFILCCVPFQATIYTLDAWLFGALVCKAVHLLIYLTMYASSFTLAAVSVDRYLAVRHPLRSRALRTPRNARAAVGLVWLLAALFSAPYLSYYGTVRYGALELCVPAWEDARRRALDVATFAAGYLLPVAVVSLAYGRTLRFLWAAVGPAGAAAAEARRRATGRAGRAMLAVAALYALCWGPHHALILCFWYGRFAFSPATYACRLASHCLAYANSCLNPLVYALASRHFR
# MEKK2 mut-MEK5: signal of MEK5 binding to mutant human MEKK2 PB1 domain | bead flow cytometry, Alexa488-MEK5 binding to MEKK2 mutant | hit rate 0.35% among 290,000 | percent response, % at 10 µM; in the data active = percent response above about 24%, passing the limit was not always enough; also: inactives centre near 1; some results filed as inactive read as strong as hits
# V1aR counter: V1a receptor agonism, counter-screen for OXTR agonists | CHO-V1R cells, Fluo-8 calcium fluorescence, agonist mode; 0% DMSO, 100% 3 nM vasopressin | hit rate 0.25% among 320,000 | activation, % at 3 µM | P37288;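 active = activation above the mean activation of all tested compounds plus 3 SD, per screening run, cut at about 20% in these data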;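 also: signal is peak over basal fluorescence ratio across a 100 second FLIPR read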
# * = called active by the depositor; x = not tested or not shown.
SMILES,GPR7 antagonist,OXTR agonist,MEKK2wt PB1 HTS,OXTR potentiator,NALP1 inh,PfM18AAP inh,GalR3 antagonist,MEKK2 mut-MEK5,V1aR counter
COc1cccc(OC)c1-c1nn2c(-c3ccco3)nnc2s1,-1.2,-0.8,97.0,-2.2,-4.3,6.0,1.1,1.0,-0.5
COc1ccc(NC(=S)NC2CCN(Cc3ccccc3)CC2)cc1OC,-5.3,-1.2,102.0,-5.2,14.5,-2.1,-3.6,0.0,-0.1
Cc1oc(-c2ccccc2)nc1C(=O)Nc1nccs1,-10.4,-1.7,102.0,-3.2,0.8,-3.0,-0.1,4.0,-1.3
COC(=O)C1CCN(C(=O)CN2C(=O)NC(CCc3ccccc3)C2=O)CC1 (stereo unspecified),-15.9,-0.3,124.0,-13.8,5.2,0.7,0.3,9.0,0.1
COc1ccc(-c2nn(-c3ccccc3)cc2/C=C/C(=O)OCC(=O)Nc2ccc(C#N)cc2)cc1,-5.0,-1.3,106.0,-8.2,20.2,-2.0,x,-1.0,0.3
OCC1OC(Oc2cccc3ccccc23)C(O)C(O)C1O (stereo unspecified),-11.4,1.1,105.0,-3.9,12.2,-0.4,-9.4,4.0,1.2
CN1CCN(NC(=O)c2ccc(Cl)cc2Cl)CC1,-2.7,1.2,102.0,-3.3,22.5,-13.1,1.1,-2.0,2.5
COc1ccccc1NC(=O)CC1C(=O)NCCN1C(=O)Nc1ccccc1 (stereo unspecified),-8.5,-0.7,114.0,-8.3,13.1,10.7,-5.5,8.0,1.0
CC(C)N(Cc1ccccc1)C(=O)CCS(=O)(=O)c1ccc2c(c1)oc(=O)n2C,-7.2,0.2,105.0,-7.7,10.6,-7.9,2.5,0.0,0.3
COC(=O)c1cn(C(=O)c2cc(C)cc(C)c2)c2ccccc12,-0.5,-0.3,88.0,-1.1,-0.4,-5.7,-2.5,-7.0,0.3
O=S1(=O)CC/C(=N\Nc2ccc(F)cc2)c2ccsc21,-5.6,0.5,117.0,-7.9,18.5,5.8,-6.9,-1.0,0.5
COCCCN1Cc2cccc(C(=O)O)c2C1=O,x,-1.5,106.0,1.4,37.7*,x,x,4.0,-0.1
COc1ccc(C2=NCC(CSc3nccc(=O)[nH]3)S2)cc1 (stereo unspecified),-8.3,0.2,110.0,-15.5,5.0,2.7,-2.7,5.0,-0.2
COC(=O)C1=C(C)NC2=C(C(=O)c3ccccc32)C1c1cccc(OC)c1 (stereo unspecified),7.3,-2.8,98.0,-2.9,x,-0.9,0.9,6.0,-1.4
NS(=O)(=O)c1ccc(CCNc2ccnc3cc(Cl)ccc23)cc1,0.0,-0.3,102.0,-1.3,12.1,1.5,-6.4,5.0,6.1
CCOc1cc(NC(=O)c2ccco2)c(OCC)cc1NC(=O)CCC(=O)NCc1cccnc1,-11.2,-1.1,93.0,0.5,16.6,-1.7,x,-6.0,-1.0
CN(CC(=O)Nc1ccc(F)c(F)c1F)C(=O)C1=NN(c2ccccc2)C(=O)CC1,x,1.1,x,-5.0,x,x,-5.8,x,0.7
O=C(Cc1cccs1)Nc1nnc(-c2ccccc2)s1,2.8,1.9,100.0,-6.2,17.2,2.7,-2.2,0.0,-0.2
CC(C)(C)C1CCC(OC(=O)CN2CCCCC2)CC1 (stereo unspecified),-10.2,0.2,101.0,-1.6,-19.7,3.0,2.0,3.0,-0.2
Cn1nc(C(=O)OCCN2C(=O)c3ccccc3C2=O)c2ccccc2c1=O,7.2,-0.5,108.0,-12.4,20.3,5.3,-1.9,2.0,-0.2
COc1cc(/C=C/C(=O)N2c3ccccc3Sc3ccc(C(F)(F)F)cc32)cc(OC)c1OC,-0.3,-2.6,93.0,-11.7,41.1,-4.7,-10.0,-1.0,0.3
COc1ccc(CC(=O)OC(C)C(=O)c2ccc(C)cc2)cc1 (stereo unspecified),6.1,-0.8,98.0,-10.3,7.1,0.8,-1.4,2.0,0.9
CCCCCc1ccc(CC(=O)N2CCOCC2)cc1,-11.0,-0.1,104.0,-8.3,-6.6,-0.5,-1.9,0.0,2.1
CCOc1ccc(C2C(C#N)=C(N)N(N(C)C)C3=C2C(=O)CCC3)cc1 (stereo unspecified),-8.9,-0.1,106.0,-4.5,27.4,8.3,-7.8,10.0,1.6

# Arranged by length of the SMILES (falling): some entries from above
SMILES,GPR7 antagonist,OXTR agonist,MEKK2wt PB1 HTS,OXTR potentiator,NALP1 inh,PfM18AAP inh,GalR3 antagonist,MEKK2 mut-MEK5,V1aR counter
COc1cc(/C=C/C(=O)N2c3ccccc3Sc3ccc(C(F)(F)F)cc32)cc(OC)c1OC,-0.3,-2.6,93.0,-11.7,41.1,-4.7,-10.0,-1.0,0.3
NS(=O)(=O)c1ccc(CCNc2ccnc3cc(Cl)ccc23)cc1,0.0,-0.3,102.0,-1.3,12.1,1.5,-6.4,5.0,6.1
CC(C)(C)C1CCC(OC(=O)CN2CCCCC2)CC1 (stereo unspecified),-10.2,0.2,101.0,-1.6,-19.7,3.0,2.0,3.0,-0.2

# Other compounds follow.
SMILES,GPR7 antagonist,OXTR agonist,MEKK2wt PB1 HTS,OXTR potentiator,NALP1 inh,PfM18AAP inh,GalR3 antagonist,MEKK2 mut-MEK5,V1aR counter
Cc1sc2ncnc(N3CCC(C(=O)NCC(=O)Nc4ccc(F)c(F)c4)CC3)c2c1C,-2.7,1.4,106.0,-10.8,13.3,8.3,-0.5,6.0,3.6
O=C(COc1ccc(F)cc1Cl)Nc1cccc(S(=O)(=O)N2CCCCCC2)c1,x,4.2,x,-12.4,x,x,-6.1,x,7.4
Cn1sc(NC(=O)c2ccccc2Cl)nc1=O,-3.2,0.8,92.0,7.3,17.5,-4.3,-2.5,-3.0,0.2
CSc1ncc(C(=O)Nc2cccc(S(N)(=O)=O)c2)n1-c1ccccc1,-1.0,0.5,95.0,-3.2,15.5,-2.5,-6.0,-4.0,-0.8
COc1ccc(/C=C2/SC(=S)N(CCC(=O)N3CCN(C)CC3)C2=O)cc1,4.9,2.3,102.0,-12.4,-14.7,-1.3,-11.7,-2.0,3.5
Cc1cccc(C(=O)N2CCCC(N3CCN(c4ccccc4)CC3)C2)n1 (stereo unspecified),-14.7,1.0,101.0,0.0,-0.6,-0.2,-7.8,0.0,0.1
OC(CNCc1cccc(Br)c1)c1ccccc1 (stereo unspecified),-0.5,2.2,105.0,2.6,25.7,-15.9,5.3,-1.0,1.6
Cc1ccc(C(=O)c2cc3ccccc3o2)cc1,-2.1,-2.5,99.0,-12.7,-3.2,-2.9,-2.6,-1.0,-1.0
Cc1c(NC(=S)NC(=O)c2cccc(Cl)c2)c(=O)n(-c2ccccc2)n1C,-0.6,1.3,97.0,0.0,-0.3,-6.9,-8.7,0.0,0.9
CCN1CCCC1CNC(=O)Cn1nc(C)n2nc(-c3ccccc3)cc2c1=O (stereo unspecified),3.0,0.9,100.0,-1.2,22.7,-6.2,-6.2,-3.0,0.7
O=C1CN(C(=O)c2ccco2)C(c2ccc(F)cc2)c2cc(Cl)ccc2N1 (stereo unspecified),-0.5,-1.0,101.0,1.5,x,-5.2,-5.9,3.0,0.2
CCOCCCNC(=O)c1ccc(N2CC3CC(C2)c2cccc(=O)n2C3)c(NC(=O)Nc2cccc(OC)c2)c1 (stereo unspecified),0.4,0.5,102.0,-4.2,-0.2,0.4,-6.7,5.0,0.6
COc1ccc(N(C(=O)c2ccncc2)S(=O)(=O)c2ccc(Cl)cc2)cc1,-6.0,-0.8,99.0,-19.7,5.9,3.3,x,2.0,0.7
N#Cc1ccccc1S(=O)(=O)N1CCC(C(=O)NCc2ccccc2CN2CCCC2)CC1,x,-0.8,x,1.7,x,x,-3.1,x,0.5
CCCCN(C(=O)CCCSc1nc2ccccc2[nH]1)c1c(N)n(Cc2ccccc2)c(=O)[nH]c1=O,-4.9,-1.2,113.0,-10.6,14.7,-5.1,1.3,8.0,-1.2
COc1ccc(CCC(=O)O)c(O)c1,x,0.8,107.0,-2.0,8.2,x,-1.9,6.0,0.3
O=C(O)CS(=O)(=O)CC(=O)NCc1cccc(C(F)(F)F)c1,-14.2,-0.9,96.0,-3.2,-3.3,6.0,-0.2,-1.0,0.0
Cc1cccn2c(CN3CCCC(c4ccccc4)C3)c(C(=O)N3CCOCC3)nc12 (stereo unspecified),2.1,0.7,98.0,-8.1,-5.3,1.4,-4.4,-2.0,0.1
CCCCCCCCN1[C@@H](CC(=O)OC)c2cc(F)ccc2S1(=O)=O,x,-1.2,88.0,-6.3,x,x,-6.5,-3.0,-0.3
O=[N+]([O-])c1cc(-c2nnc(Nc3ccccc3)c3ccccc23)ccc1N1CCOCC1,-5.6,-1.0,83.0,-9.1,3.1,1.6,-4.2,3.0,-0.9
O=S(=O)(NCCOC12CC3CC(CC(C3)C1)C2)c1cccc2nsnc12,-5.0,1.5,101.0,-20.7,-0.5,-2.9,-4.5,3.0,0.7
CC(C)(C)OC(=O)N/N=C/c1cn(-c2ccccc2)nc1-c1cccnc1,-6.8,-2.1,x,-5.3,15.0,3.0,-4.8,x,-1.2
CC(=O)c1cccc(NC(=O)C2CC(=O)N(CCc3ccccc3)C2)c1 (stereo unspecified),-6.2,0.0,97.0,-5.3,21.7,0.8,-7.7,-1.0,-0.2
Cc1c(C)n(C(=O)CSc2nccn2C)c2ccccc12,-7.8,-0.4,116.0,-6.3,2.7,-1.0,6.2,16.0,-0.7
Cc1cc(C(F)(F)F)n(-c2nc(C(=O)NN)cs2)n1,-12.1,-2.3,107.0,-8.0,8.8,2.5,2.8,5.0,-1.2
Cc1ccc(N(C(=O)c2ccc(S(=O)(=O)N3CCOCC3)cc2)C2C=CS(=O)(=O)C2)cc1 (stereo unspecified),18.4,0.2,97.0,-6.3,-7.0,9.9,-0.9,4.0,-0.4
CCN(CC)C(=O)CSc1nc2sc3c(c2c(=O)n1-c1ccc(C)cc1)CC(C)(C)SC3,-4.7,-1.2,97.0,-7.2,-1.5,-16.9,-3.9,2.0,-0.2
CCC(CC)C(=O)Nc1ccc(C(=O)Nc2cc(C)on2)cc1,-10.3,0.6,102.0,-7.3,5.2,0.1,-4.8,6.0,-0.2
COc1cc2c(cc1OC)CN(C(=S)NC(=O)c1ccccc1)CC2,-5.6,-1.3,87.0,5.6,-10.8,7.4,-5.1,-11.0,0.7
Cc1cc(C)cc(OCC(=O)OCC(=O)N2CC(=O)Nc3ccccc32)c1,-17.0,-0.2,97.0,-10.9,-39.9,-5.3,-3.1,-5.0,-0.1
O=C(O)CSCCOc1ccc(OCCSCC(=O)O)cc1,-8.3,1.6,105.0,0.7,19.4,-9.2,-4.0,0.0,0.3
O=C(NC(=O)c1ccccc1)NC(=O)c1ccccc1,6.0,0.2,100.0,-18.8,-6.0,12.2,2.0,-2.0,-0.5
O=c1c2sccc2nc(SCc2cc(=O)n3ccccc3n2)n1-c1ccc(Br)cc1,-2.6,-1.6,95.0,3.2,36.5,-12.2,0.8,0.0,1.1
CC(NC(=O)CSc1nc2ccccc2c(=O)[nH]1)c1ccccc1 (stereo unspecified),-3.3,-0.2,x,-7.2,11.6,2.6,-2.4,x,0.8
COc1ccc(NC(=O)CCN2C(=O)c3ccccc3S2(=O)=O)cc1,-11.3,-0.1,103.0,-6.3,x,0.1,-5.1,4.0,-0.8
O=C(c1cn(CC2CCCCC2)nn1)N1CCN(c2ccc(F)cc2)CC1,-5.7,2.0,101.0,-10.3,29.3,0.8,-1.4,1.0,2.9

# Assay outcomes (PubChem)
